Screens (PubChem BioAssay)
V-ATPase pHluor = regulators of yeast V-ATPase proton transport | response, % at 10 µM | S. cerevisiae, pHLuorin cytosolic pH fluorescence | AID 504577 | actives 0.37% (n = 350,000); in the data active means response mostly above about 7.3%, no sharp cut-off; inactive means mostly below about 5.4%; further: actives read high; inactives centre near 0; some compounds called inactive have numbers as strong as hits; reference of the scale not given here
C-LANA FP = blocks KSHV LANA C-terminal domain binding to DNA; inhibition, % at 9 µM; AID 504423; MBP-C-LANA/FAM-LBS DNA binding, fluorescence polarization; actives 0.078% (n = 340,000);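 active means highest replicate inhibition at or above 60% at 9 µM, even if other replicates fall short; inactive means all replicates below 60% inhibition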;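 further: 0% = neutral control wells and 100% = 4 µM acridine orange control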
RTF Ca sens act = cardiac RTF calcium sensitization; P19429+P45379; IANBD-labeled TnC RTF fluorescence at EC20 calcium; 0% EC20 calcium, 100% full calcium; activation, % at 7.2 µM; actives 0.24% (n = 340,000); AID 493008;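 active means activation above the mean over all tested compounds plus 3 SD, cut at about 30% in these data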;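 further: rise in fluorescence read as greater calcium sensitivity of cardiac thin filaments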
DSG3 Ab inh = human desmoglein-3 autoantibody binding inhibition. P32926. DSG3-coupled beads, scFv-anti-DSG3-GFP binding, flow cytometry; hits give low values. binding (percent of control), % at 10 µM. actives 0.48% (n = 310,000). AID 588358;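 active means binding more than 3 SD below its plate's average and above zero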;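 further: hits lower antibody fragment binding to DSG3; some compounds called inactive have numbers as strong as hits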
Keap1-Nrf2 PPI = disrupts human Keap1 binding to Nrf2 peptide | Keap1 Kelch-Nrf2 peptide fluorescence polarization, 1536-well | actives 0.15% (n = 340,000) | inhibition, % at 9.4 µM; in the data active means inhibition above about 12%;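 further: human Keap1 Kelch domain with fluorescein labeled Nrf2 9mer peptide probe; 0% = neutral control wells and 100% = peptide positive control; higher means more block of Keap1 binding to Nrf2 peptide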
MOR-DOR inv ag = inverse agonist of human OPRM1-OPRD1 heterodimerization | cell-based MOR-DOR heterodimer luminescence, inverse agonism | inhibition, % at 9.3 µM | actives 0.21% (n = 340,000); in the data active means inhibition above about 22%, passing the limit was not always enough;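 further: 0% = cells with DMSO and 100% = wells without cells with DMSO; values of inactives mirror those of a sister screen read the other way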
Target sequence (P35372 whole entry, looked up): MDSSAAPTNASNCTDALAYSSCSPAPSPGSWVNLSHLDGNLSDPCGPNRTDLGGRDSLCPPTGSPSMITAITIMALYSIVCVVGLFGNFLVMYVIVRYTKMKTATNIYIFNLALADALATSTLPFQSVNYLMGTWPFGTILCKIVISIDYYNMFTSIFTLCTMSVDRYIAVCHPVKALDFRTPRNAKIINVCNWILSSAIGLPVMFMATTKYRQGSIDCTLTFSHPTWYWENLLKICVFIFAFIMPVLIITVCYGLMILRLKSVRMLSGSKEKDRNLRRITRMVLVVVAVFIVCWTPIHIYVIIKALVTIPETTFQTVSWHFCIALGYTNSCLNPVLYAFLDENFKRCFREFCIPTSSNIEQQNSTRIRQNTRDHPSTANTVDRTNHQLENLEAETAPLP
Target sequence (P41143 whole entry, looked up): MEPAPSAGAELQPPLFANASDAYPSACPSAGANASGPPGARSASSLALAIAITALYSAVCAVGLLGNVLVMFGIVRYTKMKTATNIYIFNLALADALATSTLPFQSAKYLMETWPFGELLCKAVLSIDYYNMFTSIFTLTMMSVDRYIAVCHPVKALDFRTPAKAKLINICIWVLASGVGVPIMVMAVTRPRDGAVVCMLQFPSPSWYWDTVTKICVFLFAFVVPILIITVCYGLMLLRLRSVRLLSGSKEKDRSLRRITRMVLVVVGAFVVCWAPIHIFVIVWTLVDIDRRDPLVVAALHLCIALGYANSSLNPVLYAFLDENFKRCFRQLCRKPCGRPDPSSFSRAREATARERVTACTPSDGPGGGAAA
OPRM1-OPRD1 ag = OPRM1-OPRD1 heterodimerization agonism; P35372+P41143; cells, luminescence; activation, % at 9.3 µM; actives 0.3% (n = 340,000); AID 504326; in the data active means activation above about 18%;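 further: 0% = vehicle-treated cells and 100% = reference agonist; values of inactives mirror those of a sister screen read the other way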
RTF Ca sens inh = cardiac RTF calcium desensitization; P19429+P45379; IANBD-labeled cardiac RTF, Ca2+ fluorescence; inhibition, % at 7.15 µM; actives 0.12% (n = 340,000); AID 493244;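 active means inhibition above the mean inhibition of all tested compounds plus 3 SD, cut at about 17% in these data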;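 further: assay run at fixed EC70 calcium of 1.6 mM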
Wnt act = activators of Wnt/beta-catenin signaling | actives 1.2% (n = 300,000) | Wnt/beta-catenin reporter cell assay, activator, plate reader | activation, % at 9.35 µM; in the data active means activation above about 30%, passing the limit was not always enough;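 further: 0% = neutral control wells and 100% = positive control wells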
Arrestin-AP2 inh = human beta-arrestin and AP2 interaction inhibition. AID 504490. inhibition, % at 10 µM. FITC-arrestin peptide / GST-AP2 beads, flow cytometry; AP2 beta2 appendage carries R879A mutation. actives 0.31% (n = 340,000);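 active means inhibition above a set limit, near 3 SD of compounds lacking own fluorescence, cut at about 54% in these data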;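 further: plate controls were DMSO wells for no effect and 5 µM unlabelled arrestin peptide for full effect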
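System: GST-tagged AP2 beta2-adaptin appendage (R879A) on 4 µm glutathione beads / Reagent: FITC-arrestin peptide, 50 nM / Detection: HyperCyt-sampled flow cytometry, FL1 channel, ex 488/em 535 nm / Timing: 12 min plus 1 h, RT / Buffer or medium: PBS plus Tween 20 (0.05%) and BSA (0.1%)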
* marks the source's active call; other numbers are inactive results; . = no result given.

SMILES	V-ATPase pHluor	C-LANA FP	RTF Ca sens act	DSG3 Ab inh	Keap1-Nrf2 PPI	MOR-DOR inv ag	OPRM1-OPRD1 ag	RTF Ca sens inh	Wnt act	Arrestin-AP2 inh
CC(=O)c1cc2c(=O)c3cc(C)ccc3oc2nc1C	-4	-3.1	1	98	0	4	-0.7	-4	.	-3
O=C(CSc1nnc(CNC(=O)c2c(F)cccc2F)o1)NCc1ccco1	7	-1.3	-6	93	0	12	-2.2	-1	.	0
CC(C)(C)C(=O)NC(=S)Nc1ccccc1C(=O)NC1CCCCC1	10	2.0	-7	104	-2	11	-2.1	-17	6	-11
C#CCNC(=O)C1=C[C@H](C)C[C@H](OCc2ccc(CO)cc2)O1	-1	0.4	-3	103	-1	12	-2.1	-3	7	-3
COc1ccc(NC(=O)Nc2ccc3c(c2)C(=O)N([C@H](C)CO)C[C@H](C)[C@@H](CN(C)C(=O)Nc2ccc4c(c2)OCO4)O3)cc1	1	-0.4	0	103	0	0	-0.1	5	-1	3
COc1ccc(F)cc1S(=O)(=O)Nc1cc2c3c(c1)CCN3C(=O)CC2	-1	1.4	-2	98	-4	9	-1.7	-12	-3	28
N=C1S/C(=C\c2ccc(-c3ccccc3C(=O)O)o2)C(=O)N1c1ccc2c(c1)OCO2	1	1.5	-4	96	2	24	-4.2	-2	-1	-6
O=Cc1ccc(N2CCCCCC2)cc1	1	-0.7	2	96	1	2	-0.6	2	0	-2
COc1ccc(CN2CCC(C(=O)N(C)CCc3ccc(OC)c(OC)c3)CC2)c(OC)c1	3	-1.3	-7	110	-3	4	-0.6	9	.	16
Cc1cc(-c2nnc(CCC(=O)N(C)Cc3ccsc3)o2)no1	0	-2.7	0	105	-2	10	-1.3	-7	-8	.
COc1ccc2c(c1)C(=O)Cc1ccccc1O2	-1	-0.1	3	117	-5	24	-4.7	-2	6	-24
Cc1ccc(C(=O)NN2C(=O)/C(=C/c3cccn3C)SC2=S)cc1	0	-0.1	15	109	2	16	-3.1	-28	-1	19
O=c1[nH]cc(O)c(=O)[nH]1	0	-0.1	9	.	6	16	-3.1	-10	0	1
Cn1cnc2c(ncn2C2OC(CO)C(O)C2O)c1=S (centres undefined)	0	-0.1	2	76	-7	18	-3.8	4	2	-11
CCN(CC)C(=O)COc1ccc(/C(C)=N/Nc2ncc(Cl)cc2Cl)cc1	-1	0.7	2	102	-6	14	-2.6	-9	0	4

Profiles from above. Screens in order: V-ATPase pHluor | C-LANA FP | RTF Ca sens act | DSG3 Ab inh | Keap1-Nrf2 PPI | MOR-DOR inv ag | OPRM1-OPRD1 ag | RTF Ca sens inh | Wnt act | Arrestin-AP2 inh
`CCN(CC)C(=O)COc1ccc(/C(C)=N/Nc2ncc(Cl)cc2Cl)cc1` in the list: -1 | 0.7 | 2 | 102 | -6 | 14 | -2.6 | -9 | 0 | 4
`COc1ccc2c(c1)C(=O)Cc1ccccc1O2` in the list: -1 | -0.1 | 3 | 117 | -5 | 24 | -4.7 | -2 | 6 | -24
`O=c1[nH]cc(O)c(=O)[nH]1` in the list: 0 | -0.1 | 9 | . | 6 | 16 | -3.1 | -10 | 0 | 1
`Cc1ccc(C(=O)NN2C(=O)/C(=C/c3cccn3C)SC2=S)cc1` in the list: 0 | -0.1 | 15 | 109 | 2 | 16 | -3.1 | -28 | -1 | 19
`COc1ccc(CN2CCC(C(=O)N(C)CCc3ccc(OC)c(OC)c3)CC2)c(OC)c1` in the list: 3 | -1.3 | -7 | 110 | -3 | 4 | -0.6 | 9 | . | 16

Next results follow:
SMILES	V-ATPase pHluor	C-LANA FP	RTF Ca sens act	DSG3 Ab inh	Keap1-Nrf2 PPI	MOR-DOR inv ag	OPRM1-OPRD1 ag	RTF Ca sens inh	Wnt act	Arrestin-AP2 inh
CN(C)c1nc(N/N=C/c2c[nH]c3ccccc23)nc(N2CCOCC2)n1	2	-2.6	7	108	-5	-20	3.9	-8	0	20
CC(=O)Nc1ccc(S(=O)(=O)N[C@@H](C)C(=O)NC2CCCc3ccccc32)cc1 (some centres undefined)	8	1.1	-4	97	0	13	-3.3	-2	-1	-5
CC(C(=O)Nc1ccc(F)c(F)c1F)N(C)CC(=O)Nc1ccccc1Br (centres undefined)	1	0.4	1	106	4	-11	2.1	-15	4	2
CCOc1ccc(N(CC(=O)NCc2ccco2)S(=O)(=O)c2ccc(OC)c(OC)c2)cc1	-2	0.1	-1	114	3	8	-1.4	6	.	0
CCCCN(Cc1nc2ccccc2c(=O)[nH]1)C(=O)COc1ccc(F)cc1Cl	-1	-1.1	2	.	-4	7	-1.7	-3	-2	0
COCCNC(=O)CSc1nc(-c2ccccc2)cs1	0	-0.2	3	101	2	10	-1.9	-12	.	19
COc1ccc(C(=O)NN=C2CCCC2)cc1OC	5	0.3	0	.	-5	17	-3.3	-3	0	-9
CCOC(=O)c1c(C)[nH]c(C)c1C(=O)COC(=O)CSc1ccc(C)cc1	-2	-2.3	-5	100	-7	-23	5.6	2	1	2
O=C(CSc1nnc(CN2CCCCCC2=O)n1-c1ccccn1)NCC(F)(F)F	-2	0.5	-5	82	1	8	-1.5	6	.	-3
COc1cc(OC)c(C(=O)NNC(=O)c2ccccc2-n2cccc2)cc1OC	2	0.7	-1	94	-8	6	-1.4	-2	-4	7
Cc1ccc(S(=O)(=O)N2CCN(S(=O)(=O)c3ccc(C)cc3)C3OCCOC32)cc1 (centres undefined)	0	-0.4	3	94	-3	-2	0.4	-10	.	6
Cc1ccc(CNC(=O)CCC(=O)Nc2nnc(C)s2)cc1	-1	0.7	-4	95	-1	20	-3.9	-4	2	3
C=CCOC(=O)C1=C(C)NC(=O)NC1C1CC=CCC1 (centres undefined)	0	-0.2	3	98	-2	7	-1.3	0	.	-9
O=C(NCc1ccccc1CN1CCCC1)c1cccc(N2CCCC2=O)c1	-1	-0.9	2	92	-3	-1	0.2	-1	-3	13
O=C(N/N=C/c1ccc([N+](=O)[O-])o1)c1ccc2c(c1)OCO2	2	1.3	-1	106	4	-14	3.4	-5	9	24
Cc1ccc(SCc2c(C(=O)N/N=C/c3ccncc3)nnn2-c2nonc2N)cc1	3	-0.1	-3	.	-4	4	-0.8	-7	-1	19
CC(C)(C)C1CCc2c(sc(NC(=O)C3CCCO3)c2C(N)=O)C1 (centres undefined)	-2	0.8	-2	119	-3	7	-1.3	-3	.	1
CCOc1ccc(N(Cc2ccc(OC)c(OC)c2)C(=O)c2ccco2)cc1	-1	-1.8	0	100	2	20	-4.0	5	-2	36
O=C(NCc1ccccc1Cl)C1CCN(S(=O)(=O)N2CCCCC2)CC1	1	-0.1	-1	93	0	10	-1.8	0	0	30
COc1ccc(-c2[nH]ncc2CN2CCN(C(=O)c3cccs3)CC2)c(F)c1	-1	1.2	-5	104	0	3	-0.6	-6	-2	17
Cc1ccccc1C(=O)NCCCNC(=O)c1cnccn1	-4	-3.0	9	112	1	5	-0.9	-3	5	30
Cn1nnnc1SCc1cccc2ccccc12	-2	-3.4	0	102	-2	17	-3.5	0	2	-19
Cc1ccc(Nc2nc(-c3ccc(S(=O)(=O)N4CCOCC4)cc3)cs2)cc1	0	-0.6	-5	96	-2	-23	4.3	-3	.	24
COc1cc(/C=C/C2=NNC(=O)CC2)cc(OC)c1OC	5	0.5	4	94	-5	21	-4.7	-9	-12	-3
Cc1cc2cc(CNC(=O)Nc3ccccc3)ccc2[nH]1	-2	-0.9	4	76*	-5	13	-2.3	-16	4	6
COc1cc2ccccc2cc1C(=O)NC1CCC(C)CC1 (centres undefined)	5	0.1	-3	.	0	-26	6.6	-6	38*	1
O=C(NCC1(c2ccccc2)CCCC1)c1ccco1	2	-0.6	-7	101	0	11	-2.3	5	1	43
CN(C)Cc1ccccc1Sc1ccccc1Br	1	-0.1	-1	97	-1	16	-2.9	2	.	3
CCOC(=O)C1(C(=O)OCC)C(C(=O)c2ccccc2)C1c1ccccc1 (centres undefined)	-3	-0.9	-5	123	-2	4	-0.9	7	-2	3
O=C(Nc1nnc(C2CC2)s1)c1cc(-c2ccccc2)nn1-c1ccccc1	3	0.2	-2	.	-2	4	-0.9	1	-3	-7

Entries listed so far with two or more sulfur atoms, in the order listed:
SMILES	V-ATPase pHluor	C-LANA FP	RTF Ca sens act	DSG3 Ab inh	Keap1-Nrf2 PPI	MOR-DOR inv ag	OPRM1-OPRD1 ag	RTF Ca sens inh	Wnt act	Arrestin-AP2 inh
Cc1ccc(C(=O)NN2C(=O)/C(=C/c3cccn3C)SC2=S)cc1	0	-0.1	15	109	2	16	-3.1	-28	-1	19
COCCNC(=O)CSc1nc(-c2ccccc2)cs1	0	-0.2	3	101	2	10	-1.9	-12	.	19
Cc1ccc(S(=O)(=O)N2CCN(S(=O)(=O)c3ccc(C)cc3)C3OCCOC32)cc1 (centres undefined)	0	-0.4	3	94	-3	-2	0.4	-10	.	6
Cc1ccc(Nc2nc(-c3ccc(S(=O)(=O)N4CCOCC4)cc3)cs2)cc1	0	-0.6	-5	96	-2	-23	4.3	-3	.	24

Later entries:
SMILES	V-ATPase pHluor	C-LANA FP	RTF Ca sens act	DSG3 Ab inh	Keap1-Nrf2 PPI	MOR-DOR inv ag	OPRM1-OPRD1 ag	RTF Ca sens inh	Wnt act	Arrestin-AP2 inh
O=S(=O)(NCCn1ccc2ccccc21)c1ccccc1	-1	2.0	5	118	-4	3	-0.6	-12	4	3
COc1ccc(OCCCC(=O)Nc2ccc3c(c2)OCCO3)cc1	-1	0.5	1	81	-1	8	-1.4	0	-6	1
O=C(CSc1nnc(NC(=O)c2ccc(F)cc2)s1)NC1CC1	-2	1.1	-5	95	-5	12	-1.9	6	10	3
CC1(C)C2CCC1(C)C(NC1=NCCC1)C2 (centres undefined)	2	-0.1	-4	95	-1	5	-0.9	-8	-3	-3
CCOc1ccccc1NC(=O)CCn1c(=O)oc2ccccc21	0	0.5	-3	.	-1	4	-0.8	1	-4	-2
COc1ccccc1N1CCN(CC(=O)N2CCCC2)CC1	3	-1.7	4	99	-4	-1	0.2	3	-1	2
CSc1ccc(-c2nc3cnccn3c2Nc2ccc3c(c2)OCO3)cc1	-5	-1.2	-2	109	0	12	-2.1	9	.	33
O=C(COC(=O)c1ccccc1S(=O)(=O)N1CCCCC1)NCC(F)(F)F	1	1.0	-2	.	-1	12	-2.0	-3	.	8
O=P(c1ccccc1)(c1ccccc1)C1CCCO1 (centres undefined)	1	0.8	9	101	-2	-3	0.6	-7	1	1
CCC(OC(=O)c1cccs1)C(=O)NCc1ccco1 (centres undefined)	-4	0.5	1	95	-7	20	-3.8	-3	0	-10
CCOc1ccc(CCNC(=O)C2CCN(S(=O)(=O)CC)CC2)cc1OCC	0	0.2	5	83	-6	-8	1.2	-16	.	-2
CN(N)C(=S)Nc1ccc(F)cc1	-1	0.9	2	108	-3	-7	1.4	4	0	12
Cc1ccc(CNC(=O)c2ccc(N3CCC4(CC3)CC(c3ccccc3)=NO4)c(N)c2)cc1	-1	-0.3	-4	100	-5	9	-1.6	2	-5	4
Cc1cc(C)nc(SCC(=O)Nc2ccc(S(=O)(=O)NC(C)(C)C)cc2)n1	-6	-0.5	-2	120	-9	7	-1.4	-10	-4	-2
